TEAD-YAP block = TEAD-YAP interaction inhibition; HEK-TIYL cells, TEAD-Gal4/YAP UAS-luciferase luminescence; inhibition, % at 9.12 µM; 640,000 tested, 1.4% active; AID 1259422; in the data active = inhibition above about 32%;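 note: 0% = median of test compound wells and 100% = reference inhibitor wells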
MITF inh = inhibitors of human MITF; O75030; AlphaScreen MITF homodimerization, bead proximity signal; inhibition, % at 2.6 µM; 650,000 tested, 0.91% active; in the data active = inhibition above about 50%;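 note: 0% = vehicle wells with protein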
Target sequence (O75030 whole entry, looked up): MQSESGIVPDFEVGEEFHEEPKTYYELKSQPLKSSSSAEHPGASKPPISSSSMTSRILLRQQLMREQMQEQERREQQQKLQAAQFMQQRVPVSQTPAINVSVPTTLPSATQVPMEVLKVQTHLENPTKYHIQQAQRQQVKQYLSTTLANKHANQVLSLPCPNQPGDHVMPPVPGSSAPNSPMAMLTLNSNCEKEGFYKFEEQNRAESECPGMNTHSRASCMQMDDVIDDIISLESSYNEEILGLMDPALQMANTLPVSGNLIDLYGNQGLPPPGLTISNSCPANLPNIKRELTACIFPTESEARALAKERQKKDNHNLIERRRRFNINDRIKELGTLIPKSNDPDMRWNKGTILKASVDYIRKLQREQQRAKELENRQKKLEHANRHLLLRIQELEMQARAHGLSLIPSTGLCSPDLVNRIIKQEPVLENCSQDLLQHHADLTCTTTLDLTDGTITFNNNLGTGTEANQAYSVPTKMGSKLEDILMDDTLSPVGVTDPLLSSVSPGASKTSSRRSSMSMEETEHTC
GPR151 activ = human GPR151 activation. AID 1508602. Q8TDV0. activation, % at 11.2 µM. PathHunter beta-arrestin GPR151 cells, luminescence. 650,000 tested, 1% active; in the data active = activation above about 4.9%;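 note: 0% = median of compound wells and 100% = cells with positive control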
Target sequence (Q8TDV0 whole entry, looked up): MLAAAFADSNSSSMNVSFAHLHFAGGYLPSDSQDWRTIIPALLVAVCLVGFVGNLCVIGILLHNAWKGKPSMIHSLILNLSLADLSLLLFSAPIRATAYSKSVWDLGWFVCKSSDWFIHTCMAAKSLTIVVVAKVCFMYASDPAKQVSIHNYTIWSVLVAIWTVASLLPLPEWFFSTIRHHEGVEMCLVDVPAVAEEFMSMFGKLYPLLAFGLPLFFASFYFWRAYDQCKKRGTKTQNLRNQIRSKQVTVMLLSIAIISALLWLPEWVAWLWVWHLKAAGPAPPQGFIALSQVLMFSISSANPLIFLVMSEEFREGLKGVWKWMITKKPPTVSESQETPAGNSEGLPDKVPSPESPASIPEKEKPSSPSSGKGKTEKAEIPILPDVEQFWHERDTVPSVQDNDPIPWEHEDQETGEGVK
FBW7 activator = activators of human E3 ligase FBW7; Q969H0; AlphaScreen FBW7–phospho-cyclin E peptide binding, activator screen; normalized activity (activation), % at 26.1 µM; 650,000 tested, 0.13% active; AID 1259310; in the data active = normalized activity above about 1.9%;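 note: purified mutant Fbw7 with reduced substrate affinity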
Active calls of the source: *; nt = not tested or not shown.

SMILES	TEAD-YAP block	MITF inh	GPR151 activ	FBW7 activator
C=CCOc1ccc(C2C3=C(CC(C)(C)CC3=O)NC3=C2C(=O)CC(C)(C)C3)cc1	-3	-9	2.7	0.0
CN(C)CC(=O)Nc1ccc(F)cc1[N+](=O)[O-]	12	8	2.8	0.1
CC1=C(C)C(=O)N(CCC(=O)O)C1=O	1	7	-0.4	0.2
Cc1cc(C)nc(OC(Cc2ccncn2)c2ccccc2)n1 (stereo not given)	2	8	-1.4	1.1
COC(=O)C1=C(O)/C(=C\c2cc(OC)c(OC)c(OC)c2)N=C1C	0	-1	0.4	0.2
CC(C)(C)CC(C)(C)NC(=O)CSc1nc2ccccc2[nH]1	-1	-2	2.1	-0.2
CSc1ccccc1NC(=O)c1nnn(-c2cc(Cl)ccc2C)c1C	0	4	-1.3	0.0
COCC(=O)Nc1cnn(-c2cccc(C(=O)N3CCN(c4ccccc4OC)CC3)c2)c1	11	-2	-0.5	-0.1
CC(C)n1c(Nc2nccc3ccccc23)nc2c(NCCN3CCOCC3)ncnc21	13	13	1.9	-0.1
CCOc1ccc2cc3c(N)c(C(=O)Nc4ccccc4O)sc3nc2c1	2	-13	-0.1	-0.1

Reformatted: entries from further up
> C=CCOc1ccc(C2C3=C(CC(C)(C)CC3=O)NC3=C2C(=O)CC(C)(C)C3)cc1
  TEAD-YAP block = -3 | MITF inh = -9 | GPR151 activ = 2.7 | FBW7 activator = 0.0
> COC(=O)C1=C(O)/C(=C\c2cc(OC)c(OC)c(OC)c2)N=C1C
  TEAD-YAP block = 0 | MITF inh = -1 | GPR151 activ = 0.4 | FBW7 activator = 0.2
> Cc1cc(C)nc(OC(Cc2ccncn2)c2ccccc2)n1 (stereo not given)
  TEAD-YAP block = 2 | MITF inh = 8 | GPR151 activ = -1.4 | FBW7 activator = 1.1

The list continues:
SMILES	TEAD-YAP block	MITF inh	GPR151 activ	FBW7 activator
CN1/C(=C\C(=O)COC(=O)COc2ccccc2)C(C)(C)c2ccccc21	-4	10	-1.0	0.0
Cc1nc(C(C)NC(=O)CCCn2nnnc2CN2CCC(C)CC2)c(C)s1 (stereo not given)	1	6	-0.1	0.0
CCC(C)C(=O)NCc1nnc2n1CCN(CC(C)C)CC2 (stereo not given)	-6	10	-1.4	0.0
Cc1ccccc1N1C(=O)NC(=O)/C(=C\c2cc(C)n(-c3cccc(C(=O)O)c3)c2C)C1=O	9	22	-0.7	-0.1
CC1CCCCC1NC(=O)CCS(=O)(=O)c1ccc2c(c1)SCC(=O)N2 (stereo not given)	1	9	-2.7	0.6
Cc1ccc(OCC(=O)NCCO)cc1	-1	15	0.4	0.1
NC(=O)COC(=O)c1sc2cc(Cl)ccc2c1Cl	-5	-9	0.2	-0.1
CCOC(=O)c1c(NC(=S)NC(=O)CCCN2C(=O)c3cccc4cccc(c34)C2=O)sc2c1CCCC2	-1	11	-1.6	0.1
COc1cc(NS(=O)(=O)c2ccc(NC(=S)NC(=O)/C=C/c3ccc(Br)cc3)cc2)nc(OC)n1	-7	-8	1.9	-0.1
CC(=O)OCC(=O)C12OC3(CCCC3)OC1CC1C3CCC4=CC(=O)C=CC4(C)C3(F)C(O)CC12C (stereo not given)	nt	-14	0.5	0.1
Cn1c(CN2CCN(S(=O)(=O)c3cccs3)CC2)nc2ccccc21	1	10	1.7	0.1
COc1ccc(S(=O)(=O)NC(C(C)C)C(C)C)cc1OC	-3	-10	0.5	-0.4
Cc1sc2nc(Cc3ccccc3)nc(Nc3ccc(F)cc3F)c2c1C	-4	7	1.5	-0.1
C=CCN1C(=O)NC(=O)/C(=C/c2ccc(Br)cc2)C1=O	7	-5	-1.4	-0.7
COc1cc(Br)ccc1OCC(=O)N/N=C/c1ccc(O)cc1O	23	6	-0.3	-0.1
N#C/C(=N/Nc1ccc(Cl)cc1)C(=N)N1CCCCCC1	-99	-15	-0.3	-0.2
CSc1nccc(-c2cc(F)cc3c2OC(CNC(=O)C2CC(=O)c4ccccc42)C3)n1 (stereo not given)	-2	11	-0.7	0.1
COc1cccc2c1OC1(CCN(C(=O)Cc3cccc(F)c3F)CC1)OC2	1	20	3.3	0.6
CCOC(=O)c1cnc2c(C)c(-c3ccccc3)[nH]n2c1=O	0	15	-0.6	0.2
CCOC(=O)c1c(NC(=O)c2ccccc2I)sc2c1CCCC2	1	3	1.4	-0.1
CC(C)NC(=S)NNc1nc2sc3c(c2c(=O)n1C)CC(C)(C)OC3	4	2	-0.2	0.1
COc1ccc2c(c1)C(=O)CC(c1ccccc1Cl)O2 (stereo not given)	-12	-8	0.8	0.0
Cc1cccc(C)c1OCC(=O)NCc1cccnc1	5	-5	-1.4	-0.1
CCCCCCN1C(=O)C(O)=C(C(C)=O)C1c1ccccc1Cl (stereo not given)	-1	2	-0.8	-0.1
CC(=O)N1N=C(c2ccccc2O)CC1c1ccccc1C (stereo not given)	2	16	-0.7	0.5
CCNc1cc(N2CCN(C(=O)CC34CC5CC(CC(C5)C3)C4)CC2)ccc1[N+](=O)[O-]	-2	-1	0.2	-0.1
c1cc(-c2cncc(N3CCOCC3)c2)nc(Nc2ccc(-c3cnco3)cc2)n1	6	-2	-0.9	0.0
OCCC1CN(Cc2nc(-c3ccccc3)cs2)CCN1C1CCCC1 (stereo not given)	13	3	2.0	0.2
O=C(Nc1cccc(-c2nc3ncccc3o2)c1)c1ccc(Cl)c([N+](=O)[O-])c1	8	2	-1.0	0.6
CNC(=S)Nc1ccccc1Oc1ccccc1	20	-4	-0.2	0.1
Cc1cc(C)[n+]2c(c1C#N)SCC2CBr (stereo not given)	5	4	0.1	0.1
CCOC(=O)c1ccccc1NC(=O)Nc1nnc(N2C(C)CCCC2C)s1 (stereo not given)	3	6	-1.2	0.0
Cn1c(=O)c2c(nc(CN3CCOCC3)n2CC(O)CO)n(C)c1=O (stereo not given)	8	1	2.2	-0.2
CCOC(=O)C(=Cc1cc(OC)c(O)c([N+](=O)[O-])c1)C(=O)OCC	14	13	2.6	0.0
Cc1ccc(CN2C(=O)C(C)Oc3ccc(C)cc32)cc1 (stereo not given)	-6	-4	-0.6	0.0
O=c1oc2ccc3ccccc3c2cc1-c1nc2ccc(Cl)cc2[nH]1	5	7	-0.9	-0.1
O=C(Nc1c2c(nn1-c1cccc(Cl)c1)CSC2)c1ccc(C(=O)c2ccccc2)cc1	-14	17	0.0	0.4
Cn1c2ccccc2n2c(=O)n(CC(=O)NC3CCCCC3)nc12	2	-5	1.0	-0.1
Cc1ccc(NC(=S)N(CCCN2CCC(C)CC2)Cc2cccs2)cc1	-1	-3	1.2	0.1
Cc1nn(Cc2ccccc2)c(C)c1NC(=O)CCCn1nc(C)c([N+](=O)[O-])c1C	-1	-7	-0.6	-0.1
CC1=CC2=NC(=O)/C(=C\c3cc(C)n(-c4cccc(C)c4C)c3C)C(=N)N2O1	9	-4	-1.5	-0.2
COc1ccc(S(=O)(=O)N2CCCCCC2)cc1NS(=O)(=O)c1cccc(C#N)c1	7	2	-2.3	0.2
CC(C)NC(=O)NC(=O)COC(=O)c1cccc(OC(F)F)c1	-5	-15	0.9	-0.1
COc1ccc(/C=C/C(=O)ONC2=NCCCCC2)cc1OC	-11	-7	-0.4	-0.2
Oc1ccccc1-c1nc(CI)no1	6	18	-0.3	0.0
CCc1cc(=O)[nH]c(SCC(=O)N2CCCCC2)n1	-7	23	-0.6	0.6
COc1ccc(N2S(=O)(=O)c3ccccc3S2(=O)=O)c(OC)c1	1	23	-2.1	0.1
CCN(Cc1ccccc1)C(=O)CCN1C(=S)NC(C)(C)CC1C (stereo not given)	-4	18	-0.3	0.2
Cc1cc(-c2csc(N)n2)c(C)n1Cc1ccccc1	-3	9	-2.1	0.0
CCSc1nnc(CSc2ncccn2)n1CCc1ccccc1	-21	1	-1.0	-0.4

Profiles, quoted from the list. Order of values: TEAD-YAP block | MITF inh | GPR151 activ | FBW7 activator
CC(C)NC(=O)NC(=O)COC(=O)c1cccc(OC(F)F)c1 reads -5 | -15 | 0.9 | -0.1
CCN(Cc1ccccc1)C(=O)CCN1C(=S)NC(C)(C)CC1C (stereo not given) reads -4 | 18 | -0.3 | 0.2
COc1ccc(N2S(=O)(=O)c3ccccc3S2(=O)=O)c(OC)c1 reads 1 | 23 | -2.1 | 0.1
CC1=CC2=NC(=O)/C(=C\c3cc(C)n(-c4cccc(C)c4C)c3C)C(=N)N2O1 reads 9 | -4 | -1.5 | -0.2
CCSc1nnc(CSc2ncccn2)n1CCc1ccccc1 reads -21 | 1 | -1.0 | -0.4

Additional records follow:
SMILES	TEAD-YAP block	MITF inh	GPR151 activ	FBW7 activator
COCCNC(=S)N1CCN(c2nc(-c3ccc(C)cc3)cs2)CC1	1	8	0.3	0.1
CCn1c(SCC(=O)Nc2ccc(C)cc2)nc2c(c1=O)SCC2	0	-3	-1.0	0.2
O=c1cc(-c2ccccc2)nc(NNc2ccccc2)[nH]1	2	-3	0.0	-0.1
CCOC(=O)c1cnc2cc(Cl)c(OC)cc2c1NCCCN1CCOCC1	4	-11	0.8	0.1
O=c1ccc(-c2cccs2)nn1C1CCN(S(=O)(=O)c2cccc3nonc23)CC1	-5	-2	-0.2	-0.2
COc1ccc(C(=O)Nc2ccc(F)cc2F)nn1	-34	2	-9.5	-0.1
CCOc1ccc(NC(=O)CSc2nnc(-c3cc(OC)c(OC)c(OC)c3)c(-c3cc(OC)c(OC)c(OC)c3)n2)cc1	-1	-15	1.5	0.1
Cc1ccc(S(=O)(=O)Nc2ccc(C)c(C)c2)cc1	8	-1	1.1	0.1
NS(=O)(=O)c1ccc(CNS(=O)(=O)c2c(F)cc(F)cc2Br)cc1	-5	-4	-0.4	-0.1
COCCCNC(=O)CSc1c2c(nc3ccc(Cl)cc13)CCCC2	-5	6	-0.8	0.2
COc1ccc(C(O)c2nc3ccccc3n2C(C)C)cc1OC (stereo not given)	1	0	-0.5	-0.1
CCCOc1cccc(C(=O)Nc2ccc3oc(-c4cc(I)ccc4Cl)nc3c2)c1	0	7	-0.8	0.3
Nc1nc(SC23CC4CC(CC(C4)C2)C3)ns1	6	-2	0.9	-0.1
O=C(NCc1ccco1)c1cc(S(=O)(=O)N2CCOCC2)ccc1F	6	19	-0.7	0.2
Cc1noc(NS(=O)(=O)c2ccc(NC(=O)CCC3CCCC3)cc2)c1C	-3	-18	1.2	-0.1
NC(=O)c1ccc(NC(=O)COC(=O)Cn2c(C(F)(F)F)nc3ccccc32)cc1	0	5	0.3	-0.1
CCOC(=O)c1sc(N)c(C#N)c1COC(=O)c1ccc([N+](=O)[O-])s1	5	18	-2.0	0.1
CN1C(=O)/C(=C\c2ccc(Br)cc2)SC1=S	-3	10	-0.7	-0.2
COc1cccc(CCNC(=O)CCc2nnc(Cc3cc(OC)ccc3OC)o2)c1	-32	2	-0.6	-0.1
CCOC(=O)N1CCc2c(sc(NC(=O)c3ccc(S(=O)(=O)N4CCCC(C)C4)cc3)c2C(=O)OC)C1 (stereo not given)	-9	0	-0.3	0.0
CCC1Oc2ccccc2N(CC(=O)N(C)CCC#N)C1=O (stereo not given)	8	2	0.7	0.9
COc1ccccc1CNC(=O)CN(C)S(=O)(=O)c1cccc2cccnc12	11	2	0.8	0.0
Nc1nonc1-c1nc2ccccc2n1Cc1ccc(F)cc1Cl	-45	-1	3.2	-0.1
COc1ccc(N2CCN(c3ncnc4sc(C(=O)N5CCN(c6ccccc6)CC5)c(C)c34)CC2)cc1	8	-1	-0.4	0.0
O=C(O)c1cccc(NC2=C/C(=N/S(=O)(=O)c3cccs3)c3ccccc3C2=O)c1	-54	14	1.5	-0.6
CCOC(=O)c1c(NC(=O)CSc2nnc(CNC(=O)c3ccc(OC)c(OC)c3)n2-c2ccc(F)cc2)sc2c1CCCCC2	-30	6	1.0	0.0
Cc1nc(-c2ccccc2)sc1C(=O)Nc1cccc2ccccc12	-1	17	0.0	0.3
O=C(c1ccc(Cl)cc1[N+](=O)[O-])N1CCN(c2ccccn2)CC1	7	-4	0.1	-0.2
CCOc1ccc(-n2c(CNC(=O)c3ccc(S(=O)(=O)N4CCOCC4)cc3)nnc2SCC(=O)Nc2ccc(F)cc2)cc1	-18	-13	0.3	0.2
NNC(=O)c1ccc(COc2ccc3c(c2)CCC3)cc1	-17	22	-2.2	0.2

Quoted from the listing:
NS(=O)(=O)c1ccc(CNS(=O)(=O)c2c(F)cc(F)cc2Br)cc1 | MITF inh: -4
N#C/C(=N/Nc1ccc(Cl)cc1)C(=N)N1CCCCCC1 | FBW7 activator: -0.2

(cont.)
SMILES	TEAD-YAP block	MITF inh	GPR151 activ	FBW7 activator
COc1ccc(OC(=O)C(C)Oc2ccc(F)cc2)cc1 (stereo not given)	-4	8	0.2	0.1
CCC(=O)c1cc2c(cc1NC(=O)c1ccc(C)cc1)OCCO2	-6	10	-0.4	0.3
Cc1nc2n(COCCO)cnn2c(=O)c1Br	0	-7	-1.5	0.0
COc1cc(OC)cc([C@@H]2C[C@H]3CN(Cc4ccccc4OC)C(=O)[C@]34CCCN24)c1	6	10	-0.6	0.2
O=C(Nc1ccccc1Cl)c1ccc(F)c(S(=O)(=O)NCc2cccs2)c1	3	-1	-0.8	0.0
COC(=O)c1ccc(-n2[nH]c(=O)c(C3=c4ccccc4=NC3=O)c2O)cc1	-28	9	1.6	0.0

High-throughput results deposited in PubChem BioAssay by The Scripps Research Institute Molecular Screening Center.
